Compound activity: PubChem BioAssay, several laboratories
Y pestis TopoI: Y. pestis Topo-I inhibition via cleavage products | Y. pestis Topo-I cleavage product accumulation, plate reader | activity, % at 10 µM | 0.064% of 360,000 active; in the data active means activity above about 50%, passing the limit was not always enough; inconclusive means no clear call, values can overlap the other calls; further: inactives centre near 2
TcdB GH inh: TcdB glycohydrolase inhibition | P18177 | TcdB glycohydrolase enzymatic assay, plate reader | inhibition, % at 9.99 µM | 0.24% of 350,000 active | AID 652162; in the data active means inhibition above about 10%
FadD28 FP inh: M. tuberculosis FadD28 bisubstrate binding inhibition. FadD28 bisubstrate probe binding, fluorescence polarization. inhibition, % at 12.5 µM. AID 588549. 0.22% of 360,000 active; in the data active means inhibition above about 8.5%, passing the limit was not always enough; inconclusive means no clear call, values can overlap the other calls
PfHsp40 rescue: compounds rescuing yeast from Plasmodium falciparum HSP40 toxicity. S. cerevisiae expressing PfHsp40, growth rescue, ATP luminescence. growth rescue, % at 12.5 µM. 0.68% of 340,000 active. AID 504582; in the data active means growth rescue above about 28%, passing the limit was not always enough; inconclusive means no clear call, values can overlap the other calls;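 further: yeast W303a lacking pdr1 and pdr3 grown in galactose medium; growth measured after three days at 30 °C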
PrPC TRFRET: reduces human prion protein on the cell surface; P04156; cell surface PrPC, TR-FRET read-out; inhibition, % at 13.8 µM; 0.43% of 370,000 active; AID 720596; in the data active means inhibition above about 24%; further: 0% = median of the test wells and 100% = reference compound wells
Anthrax LF prot: inhibitors of Bacillus anthracis lethal factor protease | P15917 | multiplex microsphere protease cleavage assay, LF | inhibition, % at 10 µM | 0.12% of 360,000 active; further: plate controls were buffer without enzyme for full effect and enzyme alone for no effect
Target sequence (P15917 whole entry, looked up): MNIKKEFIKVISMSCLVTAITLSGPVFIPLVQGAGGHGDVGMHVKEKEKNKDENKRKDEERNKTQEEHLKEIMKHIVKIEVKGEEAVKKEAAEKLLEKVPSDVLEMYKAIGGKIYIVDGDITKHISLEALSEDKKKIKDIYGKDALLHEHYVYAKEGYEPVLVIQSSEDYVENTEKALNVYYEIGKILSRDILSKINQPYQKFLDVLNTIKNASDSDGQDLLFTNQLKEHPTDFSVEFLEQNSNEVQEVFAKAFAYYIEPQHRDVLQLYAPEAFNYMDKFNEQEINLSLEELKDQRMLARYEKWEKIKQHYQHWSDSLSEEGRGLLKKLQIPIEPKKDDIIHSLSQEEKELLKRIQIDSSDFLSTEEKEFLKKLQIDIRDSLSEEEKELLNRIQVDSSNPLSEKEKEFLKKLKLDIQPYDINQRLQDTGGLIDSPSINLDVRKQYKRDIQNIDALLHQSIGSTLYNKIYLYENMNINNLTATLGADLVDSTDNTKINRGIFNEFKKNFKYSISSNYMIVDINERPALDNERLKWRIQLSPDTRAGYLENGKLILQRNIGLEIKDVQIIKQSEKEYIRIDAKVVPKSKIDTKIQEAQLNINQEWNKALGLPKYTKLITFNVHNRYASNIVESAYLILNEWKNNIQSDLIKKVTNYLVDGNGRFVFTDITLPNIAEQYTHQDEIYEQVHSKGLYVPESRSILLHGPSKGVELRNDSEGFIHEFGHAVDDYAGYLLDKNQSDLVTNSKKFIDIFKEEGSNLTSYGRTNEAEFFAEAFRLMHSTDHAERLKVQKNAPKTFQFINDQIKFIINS
BoNT-F LC inh: BoNT F light chain protease inhibition. 0.22% of 360,000 active. Multiplex microsphere protease cleavage assay, flow cytometry. AID 588497. inhibition, % at 10 µM; in the data active means inhibition above about 35%, passing the limit was not always enough; inconclusive means no clear call, values can overlap the other calls; further: plate controls were buffer without enzyme for full effect and enzyme alone for no effect
CCHF vOTU inh: blocks the CCHF virus ovarian tumor domain protease. CCHFV vOTU protease, Pep-AMC fluorescence. inhibition, % at 11.5 µM. 0.55% of 370,000 active. AID 651958; in the data active means inhibition above about 30%; further: 0% = vehicle wells with enzyme and 100% = no enzyme wells
BoNT-A LC inh2: BoNT A light chain protease inhibition | multiplex microsphere protease substrate cleavage, flow cytometry | inhibition, % at 10 µM | 0.17% of 360,000 active | AID 588499; further: plate controls were buffer without enzyme for full effect and enzyme alone for no effect
Active calls of the source: *; ? = inconclusive; / = not tested or not shown; & = joins results of further samples. Unless noted, no stated cut-off is given here; in the data, active means inhibition above about 30%; inconclusive means no clear call, values can overlap the other calls; inactive means below that.

Every second line gives: Y pestis TopoI	TcdB GH inh	FadD28 FP inh	PfHsp40 rescue	PrPC TRFRET	Anthrax LF prot	BoNT-F LC inh	CCHF vOTU inh	BoNT-A LC inh2
1. CCOC(=O)C1=C(O)/C(=C/N(C)C)N=C1C
→ -8.5	/	0.1	-1.5	-2.2	-0.2	-10.4	4.6	0.0
2. COC(=O)c1ccccc1NC(=O)CN1CCN(C23CC4CC(CC(C4)C2)C3)CC1
→ 26.5	/	-0.6	0.2	-4.6	-1.6	-5.3	0.1	-0.9
3. CCSc1nnc(NC(=O)c2ccc(Br)s2)s1
→ 8.8	/	0.7	0.3	6.2	-5.5	14.8	-11.8	10.4
4. CCOc1ccc(CNC2CCCc3ccccc32)cc1 (stereo not given)
→ 9.7	0.5	-2.5	0.3	-5.9	-4.1	1.8	8.8	1.1
5. CC(C)Oc1ccc(S(=O)(=O)N(C(C)C)C(C)C)cn1
→ -4.3	/	-1.2	0.8	2.6	-1.2	-17.2	6.7	-0.5
6. CC1CCN(CCc2nc3cc(NC(=O)NC4CCCCC4)ccc3n2C)CC1
→ -7.7	/	-0.6	-0.4	-0.3	2.4	-0.3	-11.1	-0.2
7. CC(=O)c1ccc(OCc2cn(CC(=O)c3ccc(O)cc3)nn2)c(C)c1
→ 1.3	1.2	-2.9	/	1.0	-1.7	0.5	18.1	-0.6
8. Cc1nc(-c2ccc(Cl)cc2)sc1C1(C)CC(c2ccncc2)=NO1 (stereo not given)
→ 4.7	/	-7.8	6.3	3.4	5.1	-2.3	18.6	-0.3
9. Clc1ccc(-c2ccnc(-n3cccc3)n2)s1
→ -9.2	1.5	-3.1	0.3	8.0	-6.6	-3.6	-39.1	-0.5
10. CCc1ccc(NCc2cc3c(C)nn(-c4ccccc4)c3[nH]c2=O)cc1
→ -8.3	1.3	-0.1	0.6	-1.6	-3.9	-14.8	-7.9	-1.7
11. CCOC(=O)c1cc2c(cn1)[C@H](CCO)NC2
→ 3.2	0.4	0.1	-1.2	8.4	-4.5	-2.5	10.1	-0.6
12. CC(OC(=O)c1ccc(-n2cnnn2)cc1)C(=O)Nc1ccccc1F (stereo not given)
→ 4.1	1.5	-0.8	0.2	-9.6	-4.2	-0.7	11.2	-0.7
13. CCOC(=O)C1(c2ccccc2)CCN(CCC(=O)Nc2ccc(C(=O)OC)cc2)CC1
→ 13.3	-0.6	/	0.2	-16.0	4.6	0.1	-4.6	0.6
14. CCc1nc2ccc(C(=O)N3CCN(c4cccc(Cl)c4)CC3)cc2nc1CC
→ 17.3	0.2	-2.5	5.2	-7.0	0.4	2.6	10.1	1.0
15. COc1ccc(CC(=O)n2nc(-c3ccccc3)nc2NCc2ccco2)cc1
→ -7.0	/	-1.3	0.6	0.1	-5.4	-0.2	-3.6	-0.5
16. Cc1noc(C)c1S(=O)(=O)N(C)C[C@H]1Oc2ccc(NS(=O)(=O)c3ccc(F)cc3)cc2C(=O)N([C@H](C)CO)C[C@@H]1C
→ 18.6	0.5	1.0	-0.4	1.9	-1.1	-7.7	0.2	0.1
17. COc1cccc(/C=C2\SC(=O)N(CCC(=O)NNC(=O)c3ccccc3Cl)C2=O)c1
→ 18.4	/	-3.2	-0.8	-4.4	-2.2	7.9	-4.2	-2.0
18. CC(C)C1C(=O)N(Cc2cn(CCC3OCCO3)nn2)CCS(=O)(=O)N1Cc1ccc(-c2ccncc2)cc1 (stereo not given)
→ 12.7	1.6	-0.9	/	2.5	11.0	-6.1	4.6	-0.5
19. Cc1ccc(C(C)C)cc1S(=O)(=O)Nc1cccnc1
→ 6.5	0.0	-3.7	-1.9	-4.1	-1.0	?	0.8	-3.8
20. COc1ccccc1N1CCN(C(=O)c2cccc(S(=O)(=O)NCc3cccnc3)c2)CC1
→ 12.4	1.2	1.4	1.4	6.6	6.1	3.1	-2.7	0.6
21. CCOC(=O)c1ccc(NC(=O)C2(N3C(=O)c4ccccc4C3=O)CCCC2)cc1
→ 18.9	2.6	0.7	1.8	7.9	-1.2	-1.6	-9.0	-0.5
22. CCOC(=O)N1CCN(C(=O)c2ccc(NC(C)=O)cc2)CC1
→ -8.1	/	-2.6	-1.2	-7.6	3.0	7.4	14.8	1.2
23. C=CCc1cc(C)ccc1OCCOCCC(C(=O)OCC)C(=O)OCC
→ ?	0.9	-1.5	-0.6	-0.6	1.4	-5.1	3.4	0.3
24. CC(C)COc1ccc(C(=O)NNC(=O)CCC(=O)c2cccs2)cc1
→ 15.2	-0.2	-0.5	-0.4	4.9	-4.5	-4.2	-4.1	-0.3
25. COc1cccc(NC(=O)CCP(C)(=O)O)c1
→ -4.1	/	-1.6	1.3	-1.5	-2.6	-9.1	14.2	-0.7
26. NS(=O)(=O)c1ccc(NC(=S)Nc2ccc(OCc3ccccc3)cc2)cc1
→ 4.4	0.6	-3.3	-0.2	-1.0	-1.5	-0.1	-6.1	-1.4
27. COc1ccccc1-n1nnnc1SCC(=O)N(CC(C)C)C1CCS(=O)(=O)C1 (stereo not given)
→ -5.3	0.6	-0.2	0.8	0.9	6.6	2.7	1.1	1.5
28. CC1C(=O)Nc2ccccc2N1C(=O)C1CC1 (stereo not given)
→ 3.0	/	-2.0	1.1	-5.7	-0.6	-2.8	-6.1	0.4
29. Clc1ccc(Cl)c(-c2nn3c(COc4ccccc4)nnc3s2)c1
→ 2.8	/	-0.3	0.1	2.3	-3.4	11.7	-2.2	0.1
30. O=C(Nc1ccccc1)OCCc1ccccc1
→ /	/	-1.5	/	/	-16.0	4.0	/	-0.1
31. CCCCN(C)CCCNC(=O)c1cccc(N2CCCC2=O)c1
→ -1.7	/	-0.4	-1.3	-2.8	2.0	-8.7	4.6	0.1
32. CCOc1ccc(NC(=O)c2ccncc2)cc1
→ 0.3	/	-1.2	-1.0	4.4	0.6	-14.5	1.0	-0.4
33. CCN(CC)S(=O)(=O)c1ccc2c(c1)NC(=O)C1CCCN21 (stereo not given)
→ 14.1	0.6	-1.8	-0.4	1.8	-5.4	8.6	16.4	-0.3
34. CCc1nc2cccnc2n1-c1ccc(C(=O)O)cc1
→ 1.4	0.8	1.3	-1.6	3.5	7.0	-28.5	-10.6	-3.4
35. c1ccc(C(c2ccccc2)c2noc(CN3CCN(C4CCCC4)CC3)n2)cc1
→ 8.0	1.8	-2.7	0.3	-7.4	0.4	0.0	-0.4	0.1
36. CCN(CC)CCn1c(N)nc2ccccc21
→ -3.8	0.6	-1.1	1.5	-4.6	0.9	2.2	1.7	0.0
37. O=C(Nc1ncccc1O)c1ccc(Oc2ccccc2)cc1
→ -8.1	1.6	-4.7	-1.3	-2.5	0.0	7.5	-1.5	0.6
38. COc1ccc(N2CCCC2)c(NC(=O)c2ccc([N+](=O)[O-])o2)c1
→ -10.5	-2.3	0.2	-0.3	-13.0	-4.9	6.2	21.6	-3.4
39. COc1ccc(C=O)cc1O
→ 8.0	0.4	-2.7	-1.5	-3.0	-0.7	7.4	-1.4	-0.3
40. Cc1onc(-c2c(F)cccc2Cl)c1C(=O)NC1CC1
→ -3.5	3.0	-1.9	-2.3	4.8	-2.6	-7.8	-14.7	-1.4
41. COc1ccc(NC(=O)N(C)C[C@@H]2OCc3cnnn3CCCC(=O)N([C@H](C)CO)C[C@@H]2C)cc1
→ -2.1	0.5&-0.5	0.0	/	-4.1	4.2	7.9	-2.2	0.1
42. CCCCNC(=O)C(=O)Nc1ccc2c(c1)N(S(=O)(=O)c1cccs1)CCC2
→ 11.4	-4.1	-0.3	/	20.9	-0.2	-3.0	-2.1	0.1
43. COc1ccc(C(=O)/C=C(\C)Nc2ccc3c(c2)OCO3)cc1
→ 5.3	/	-3.6	0.8	4.7	-10.3	-12.6	17.1	-1.9
44. CC(C)C[C@@H](COc1ccccc1)N1CCN(Cc2ccccc2)CCC1=O
→ /	-2.3	/	-1.3	4.7	/	/	25.7	/
45. N#Cc1ccc(COC(=O)c2cnc3ccccc3n2)cc1
→ 4.4	-0.8	-0.8	0.1	5.0	2.1	10.3	17.0	-1.6
46. O=C(O)Cc1csc(NC(=O)c2ccco2)n1
→ 2.9	/	-1.4	-0.7	-10.6	-0.7	13.0	3.9	0.5
47. C/C=C/C(=O)Nc1cccc(C2=NOC3(C2)C[C@@H](C(N)=O)N(C(=O)C(c2ccccc2)c2ccccc2)C3)c1 (stereo not given in full)
→ 17.9	1.2	-10.8	0.2	-3.1	-8.1	-3.0	0.2	-0.6
48. CCCNC(=O)c1ccc(COc2ccc(CCC)cc2OC)o1
→ 39.0	1.5	0.0	0.7	6.3	4.0	11.9	-6.0	1.9
49. O=C1/C(=C/c2cccs2)NC(=S)N1C1CC1
→ 2.7	0.8	0.6	0.5	-2.5	-5.0	-8.8	-19.9	0.2
50. COc1ccc(Cl)cc1NC(=O)CSc1nnc(CNC(=O)c2cccs2)o1
→ -6.5	-0.4	-4.1	1.2	5.0	2.1	5.2	13.3	0.4
51. CC1(C)c2[nH]c3ccccc3c2C[C@@H]2C(=O)N(c3ccc(F)cc3F)C(=O)N21
→ -14.2	1.8	0.3	-1.2	1.4	-4.9	-9.0	2.4	-0.4
52. COc1ccc(NC(=O)CCCNC(=O)c2ccc(Cl)cc2)cc1OC
→ 3.0	0.5	-0.3	-0.4	3.7	7.5	-1.6	1.7	0.8
53. O=Cc1cccc(OC(=O)Nc2ccccc2)c1
→ -0.1	1.2	-3.2	/	-1.9	-1.9	15.8	-6.1	0.6
54. CCN(Cc1ccccc1)C(=O)CSc1n[nH]c(N)n1
→ 6.2	0.2	-0.2	-1.3	4.6	-1.3	-7.5	5.7	-2.4
55. CC(C)c1nnc(SCC(=O)N2CCc3ccccc32)n1N
→ 3.2	5.6	-1.5	1.7	-2.0	1.7	-6.9	9.2	0.8
56. CCCCCCCCCCCC(=O)NC(C(=O)O)C(O)c1ccccc1 (stereo not given)
→ 21.8	-0.4	1.2	59.5*	-2.1	-5.5	3.4	15.5	-0.8
57. COC(=O)C1=C(c2ccc(OC)c(OC)c2)C[C@@H]2CC[C@H]1N2C(=O)NCCO
→ 6.2	2.2	-0.1	10.6	3.5	-7.1	-2.4	-3.1	0.2
58. NC(=S)Nn1c(-c2ccccc2)nc2ccccc2c1=O
→ -1.3	/	-1.3	1.0	-5.0	-1.6	-9.4	-5.6	0.0
59. O=C(CNCc1ccccc1Cl)Nc1ccc(C(=O)N2CCCCC2)cc1
→ 7.7	1.5	-3.0	1.2	-3.3	-13.4	-28.5	-2.0	0.1
60. COC(=O)c1ccc(OC)c(CSc2nnc(-c3ccc(C)cc3)o2)c1
→ 1.5	2.4	-0.1	0.5	-0.7	2.0	-5.9	-6.6	-0.2

Remaining list, next part
Every second line gives: Y pestis TopoI	TcdB GH inh	FadD28 FP inh	PfHsp40 rescue	PrPC TRFRET	Anthrax LF prot	BoNT-F LC inh	CCHF vOTU inh	BoNT-A LC inh2
61. CN(C)c1ccc(-c2n[nH]c(=S)n2-c2ccccc2)cc1
→ 1.9	0.5	-2.9	0.2	-0.3	-4.7	0.4	-5.2	-0.2
62. NC(=O)c1cc(NC(=O)COC(=O)CCCN2C(=O)c3cccc4cccc(c34)C2=O)cc(C(N)=O)c1
→ 10.9	3.3	-1.8	-2.0	-22.6	4.6	-3.6	13.3	0.5
63. CCn1cc([N+](=O)[O-])c(C(=O)Nc2nc3ccc(OC)cc3s2)n1
→ -0.3	0.6	-0.5	0.8	-2.8	-1.7	-2.7	0.9	-0.3
64. Cc1ccc(-n2[nH]c(C)c(C=NCc3ccncc3)c2=O)cc1
→ 2.0	-0.4	-2.6	-1.7	-2.6	-3.6	-6.2	-2.4	-0.1
65. O=S(=O)(c1cccc(C(F)(F)F)c1)N1CCN(C(=S)NC2CC2)CC1
→ -3.2	/	-3.6	-0.9	3.1	0.3	-0.6	8.2	-0.7
66. O=C(Nc1ccccc1SCC1CSc2nc3ccccc3c(=O)n21)c1ccccc1Cl (stereo not given)
→ -2.0	/	-0.6	-1.7	0.9	1.6	-3.1	1.7	-0.2
67. COCC(=O)n1nc(-c2ccccc2)nc1NCc1ccc(F)cc1
→ 8.1	/	-0.8	1.0	-4.1	-2.6	-13.0	-1.1	-0.6
68. S=C(NCc1ccco1)Nc1cc(-c2ccccc2)[nH]n1
→ 6.0	-0.7	-14.6	0.6	4.7	-8.1	-7.5	19.6	-1.4
69. COC(=O)c1ccccc1N=Nc1c(C)noc1C
→ 9.1	0.4	0.3	0.5	1.9	33.6*	?	-3.9	3.4
